Screens (PubChem BioAssay)
Growth percent in the NCI-60 one-dose screen (48 h, 10 µM unless noted): 100 = growth as untreated, 0 = no growth, -100 = all killed.
LOX IMVI = LOX IMVI melanoma; 79,000 compounds, 7.4% hits; AID 1794757
UACC-62 = UACC-62 melanoma; AID 1794756; 81,000 compounds, 5.4% hits
UACC-257 = UACC-257 melanoma. 78,000 compounds, 4.4% hits. AID 1794764
HS 578T = HS 578T breast cancer; 78,000 compounds, 4.1% hits; AID 1794788
SK-MEL-5 = SK-MEL-5 melanoma. 80,000 compounds, 6.4% hits. AID 1794755
SK-MEL-2 = SK-MEL-2 melanoma. 77,000 compounds, 4.7% hits
MALME-3M = MALME-3M melanoma; 78,000 compounds, 5.8% hits; AID 1794766
SK-MEL-28 = SK-MEL-28 melanoma. 81,000 compounds, 4.1% hits
An asterisk follows results filed as active; nt = no result given; & = joins results of further samples. Rule for the calls: active = growth percent below 10; inactive = the rest.

SMILES	LOX IMVI	UACC-62	UACC-257	HS 578T	SK-MEL-5	SK-MEL-2	MALME-3M	SK-MEL-28
COc1cc(SC)ccc1C(=O)N1CCCC(C)C1 (configuration not stated)	33.9	48.2	65.3	87.2	30.4	109.4	94.1	68.8
COc1cc(OC)cc(-c2ccc(-c3ccc(C(=N)N)o3)o2)c1	-64.1*	-3.6*	45.4	78.0	76.0	88.1	71.3	87.8
COc1ccc2cc(C(C)C(=O)Nc3ccc(S(=O)(=O)NC(C)=O)cc3)ccc2c1 (configuration not stated)	88.7	98.6	nt	100.6	101.9	101.6	106.8	107.5
O=S(=O)(Oc1ccc(-c2cnc3ccccc3n2)cc1)c1ccccc1	96.0	78.5	100.1	145.8	92.1	109.6	92.3	110.1
OCc1cnccc1NC1CCCCCC1	94.2	101.0	102.5	116.0	106.0	95.0	103.6	114.0
Cc1nnsc1C(=O)NCc1c(F)cccc1Cl	93.1	96.8	89.4	125.3	99.0	96.4	112.8	104.5
O=C(c1ccccc1)[C@@]12COc3ccccc3[C@@H]1ON=C2c1ccccc1	93.6	88.3	nt	127.0	98.5	92.3	94.6	115.6
CN(Cc1ccccc1)c1nc(Cl)c(C2CC(c3ccccc3)=NN2c2cc(Cl)cc(Cl)c2)s1 (configuration not stated)	92.1	96.5	101.4	115.2	105.4	90.5	92.4	110.9
O=C(CC(=O)c1ccccc1)CS(=O)(=O)c1ccccc1	98.8	91.2	98.1	113.7	105.8	97.6	93.6	113.8
Cc1nn(-c2ccc(Cl)cc2)c(=O)n1CCn1cnc2ccccc21	nt	101.0	102.7	100.4	112.5	108.7	109.3	113.9
Cc1ccc(-c2cc3nc(C(Cl)Cl)nc(C(C)(C)C)n3n2)cc1	103.6	91.5	102.9	87.1	97.8	96.7	90.1	86.7
CCOc1ccc(-c2nc3ccc(-c4nc5ccc(N6CCN(C)CC6)cc5[nH]4)cc3[nH]2)cc1	-88.0*	-96.5*	-64.8*	-58.3*	-96.7*	4.1*	-87.8*	-88.6*
NC(N)=NS(=O)(=O)c1ccc(N=Nc2c(N)[nH]n(C(=O)c3ccccc3)c2=O)cc1	101.1	93.0	113.5	99.9	101.1	nt	99.5	101.3
COc1ccc(-n2ncn(CCCCCCn3cnn(-c4ccc(OC)cc4)c3=O)c2=O)cc1	nt	76.5	100.6	93.9	95.2	89.5	95.7	98.0
Cc1cc(/C=N\N=C(N)N)c(C)n1-c1ccccc1	95.1	93.9	77.8	96.2	91.9	101.9	108.7	103.4
CNc1cccc(C)c1	94.2	101.3	102.7	100.5	96.3	110.4	96.5	110.5
Cc1ccc(C2=NNC(c3cn(-c4ccccc4)nc3-c3cccc(Nc4ccnc5cc(Cl)ccc45)c3)C2)cc1 (configuration not stated)	61.9	70.5	74.4	85.9	51.8	nt	82.9	81.1
c1ccc(-c2nnc3nc(N4CCCCC4)nc(N4CCCCC4)n23)cc1	104.2	85.6	101.7	96.5	86.9	89.5	nt	107.1
COc1ccc2oc3c(ccc[n+]3C)c(=O)c2c1	99.9	92.6	87.3	99.8	99.4	99.6	102.3	102.6
COc1ccc(-c2nn(-c3cccc(NC(=O)c4cc(C(F)(F)F)cc(C(F)(F)F)c4)c3)cc2-c2ccncc2)cc1Cl	80.3	73.6	62.0	71.5	62.9	nt	42.5	67.3
NS(=O)(=O)c1ccc(Nc2nc(N/N=C/c3ccccc3)nc(Nc3ccccc3)n2)cc1	64.9	69.0	94.6	56.9	64.3	89.3	78.0	72.7
O=C(Nc1nc2cc(C(=O)N3CCN(C(c4ccccc4)c4ccccc4)CC3)ccc2o1)c1ccc(NC2CCCCC2)c([N+](=O)[O-])c1	45.5	45.8	62.2	76.0	49.7	90.8	68.7	66.5
CCCCCCCCCCCCCCCCCCCCCCCCC(O)C(=O)NC(CO)C(O)C(O)CCCCCCCCCCCCCC (configuration not stated)	98.9	102.7	nt	119.6	103.0	92.5	95.8	102.1
CSc1nc(N)c(C(=O)Nc2ccc([N+](=O)[O-])cc2)s1	97.6	87.6	56.4	96.2	95.5	83.1	82.4	94.5
O=S1(=O)CCOC1	90.8	103.7	94.0	114.7	103.1	103.3	109.9	102.6
COc1ccc(-c2ccc(-c3ccc(C(=N)N)cn3)o2)cc1	61.8	89.7	62.8	94.1	72.3	99.5	39.4	86.5
Cc1ccc(-c2nc(SCC(=O)NCCc3ccc(S(N)(=O)=O)cc3)[nH]c(=O)c2C#N)cc1	98.1	95.4	102.8	106.4	101.8	111.9	99.6	97.1
NC(=O)c1ccc(-c2ccc3ncnc(N4CCc5cc(F)c(Cl)cc54)c3c2)cn1	57.0	71.8	110.3	55.4	76.2	95.2	78.9	91.7
Cn1ncc2cc(CN3CCO[C@H](COc4ccccc4)C3)ccc21	96.7	91.0	101.3	91.2	94.9	100.2	107.0	nt
COc1cccc(-c2nc3occn3c2-c2ccnc(NCCNS(=O)(=O)c3ccc(C)cc3)n2)c1	85.7	88.5	110.7	104.3	86.3	97.2	112.9	117.1

Quoted from above for reference:
SMILES	LOX IMVI	UACC-62	UACC-257	HS 578T	SK-MEL-5	SK-MEL-2	MALME-3M	SK-MEL-28
CNc1cccc(C)c1	94.2	101.3	102.7	100.5	96.3	110.4	96.5	110.5
Cc1ccc(C2=NNC(c3cn(-c4ccccc4)nc3-c3cccc(Nc4ccnc5cc(Cl)ccc45)c3)C2)cc1 (configuration not stated)	61.9	70.5	74.4	85.9	51.8	nt	82.9	81.1
c1ccc(-c2nnc3nc(N4CCCCC4)nc(N4CCCCC4)n23)cc1	104.2	85.6	101.7	96.5	86.9	89.5	nt	107.1
COc1ccc2oc3c(ccc[n+]3C)c(=O)c2c1	99.9	92.6	87.3	99.8	99.4	99.6	102.3	102.6
COc1ccc(-c2nn(-c3cccc(NC(=O)c4cc(C(F)(F)F)cc(C(F)(F)F)c4)c3)cc2-c2ccncc2)cc1Cl	80.3	73.6	62.0	71.5	62.9	nt	42.5	67.3
NS(=O)(=O)c1ccc(Nc2nc(N/N=C/c3ccccc3)nc(Nc3ccccc3)n2)cc1	64.9	69.0	94.6	56.9	64.3	89.3	78.0	72.7
O=C(Nc1nc2cc(C(=O)N3CCN(C(c4ccccc4)c4ccccc4)CC3)ccc2o1)c1ccc(NC2CCCCC2)c([N+](=O)[O-])c1	45.5	45.8	62.2	76.0	49.7	90.8	68.7	66.5
CCCCCCCCCCCCCCCCCCCCCCCCC(O)C(=O)NC(CO)C(O)C(O)CCCCCCCCCCCCCC (configuration not stated)	98.9	102.7	nt	119.6	103.0	92.5	95.8	102.1
CSc1nc(N)c(C(=O)Nc2ccc([N+](=O)[O-])cc2)s1	97.6	87.6	56.4	96.2	95.5	83.1	82.4	94.5

Returning to the listing; the two compounds before the break are reprinted first.
SMILES	LOX IMVI	UACC-62	UACC-257	HS 578T	SK-MEL-5	SK-MEL-2	MALME-3M	SK-MEL-28
Cn1ncc2cc(CN3CCO[C@H](COc4ccccc4)C3)ccc21	96.7	91.0	101.3	91.2	94.9	100.2	107.0	nt
COc1cccc(-c2nc3occn3c2-c2ccnc(NCCNS(=O)(=O)c3ccc(C)cc3)n2)c1	85.7	88.5	110.7	104.3	86.3	97.2	112.9	117.1
COc1ccc2[nH]c(O)c(/C=c3/cc4c(c(-c5ccc(F)cc5)n3)=Nc3ccccc3-4)c2c1	68.9	90.2	112.8	78.8	72.1	102.5	114.2	93.9
COC(=O)CCCC(=O)NCc1ccc(Cl)cc1Cl	97.4	94.7	84.6	103.5	99.1	97.1	102.9	107.0
CC(C)[C@H](N)C(=O)OCCOCn1cnc2c(=O)[nH]c(N)nc21	94.5	105.2	115.6	112.9	111.4	112.3	99.3	109.6
NS(=O)(=O)c1cccc(N=Cc2c[nH]c3ccccc23)c1	93.9	91.6	96.2	93.0	99.2	101.5	79.7	96.5
O=C(CN1CCN(c2ncnc3c2cnn3-c2ccccc2)CC1)Oc1cccc2ccccc12	86.5	81.6	111.3	96.7	86.2	97.0	89.5	108.8
CNC(=O)Sc1cccc(C)c1	102.3	106.3	94.9	105.9	110.5	94.9	140.3	108.8
COc1ccc(C(=O)CSc2nnc3sc(Nc4ccccc4)nn23)cc1	100.3	70.4	100.8	83.8	96.8	93.9	110.7	98.1
Nc1nc2ncc(CNc3ccc(C(=O)NC(CCC(=O)NC(CCC(=O)NC(CCC(=O)NC(CCC(=O)NC(CCC(=O)O)C(=O)O)C(=O)O)C(=O)O)C(=O)O)C(=O)O)cc3)nc2c(=O)[nH]1 (configuration not stated)	100.2	94.5	105.4	90.1	94.7	117.8	90.3	109.9
CCN(Cc1cccc(S(=O)(=O)O)c1)c1ccc(C(=C2C=CC(=[N+](CC)Cc3cccc(S(=O)(=O)O)c3)C=C2)c2ccccc2Cl)cc1	100.2&94.7	93.0&105.6	101.9&107.0	94.9&127.5	98.7&108.7	97.0	90.4&107.9	103.3&115.8
Cc1ccc(C(F)(F)F)cc1N1CCN(C(=O)C23CC(c4cccc(C(F)(F)F)c4)(C2)C3)CC1	91.8	71.4	83.5	86.9	46.2	90.1	78.4	98.2
Cc1c([N+](=O)[O-])ccc2ccccc12	105.2	100.2	105.9	108.7	102.9	114.3	106.5	108.9
CC(=O)Oc1cccc(C)c1	100.6&100.2	103.4&101.4	109.7	97.2&104.8	93.4&95.6	105.3&126.5	106.9&98.6	97.7&106.7
ClCc1ccc(-c2ccc(Cn3cnc4c(Cl)nc(Cl)nc43)cc2)cc1	-70.8*	-13.6*	nt	nt	-67.7*	46.1	-20.0*	-29.4*
Cc1ccccc1NC1CC(=O)N(c2ccc(Cl)cc2Cl)C1=O (configuration not stated)	94.4	99.8	98.5	99.6	94.4	nt	98.9	104.9
NCCC(=O)CN	102.1	100.9	95.2	nt	105.7	87.2	113.8	109.4
C=C1CCC[C@@H]2[C@@](C)(Cc3cc(O)ccc3O)C(C)CC[C@]12C (some centres not stated)	56.0	62.3	70.0	64.6	64.1	85.3	nt	93.4
Cc1c(COc2cccc(-c3cnco3)c2)c(C)c(COc2cccc(-c3cnco3)c2)c(C)c1COc1cccc(-c2cnco2)c1	95.7	83.1	90.7	94.3	97.8	82.0	85.8	103.5
CC(C)CC1C(=O)N2CCC[C@H]2C2(O)O[C@](NC(=O)C3C=C4c5cccc6[nH]c(Br)c(c56)C[C@H]4N(C)C3)(C(C)C)C(=O)N12 (some centres not stated)	62.5	56.4	51.0	89.7	nt	77.4	74.7	91.3
Cn1cc(-c2csc(-c3cn(C(=O)OC(C)(C)C)c4ccc(Br)cc34)n2)c2ccnc(Cl)c21	89.1	96.1	70.3	2.1*	95.0	96.3	36.6	94.7
Cc1cc(C)nc(NS(=O)(=O)c2ccc(Nc3nc4nc(SCc5ccccc5)nc(-c5ccc(O)cc5)c4c(=O)[nH]3)cc2)n1	101.2	83.5	113.3	102.6	99.5	92.0	67.7	86.3
COc1ccc2c(c1)CCNC21C(=O)Nc2ccccc21 (configuration not stated)	99.8	92.4	102.1	92.5	101.1	106.5	100.2	108.0
O=C1c2cccc([N+](=O)[O-])c2C(=O)c2cccc(Cl)c21	107.1	91.4	97.4	nt	112.8	160.5	114.6	116.7
Cc1ccc(NC(=O)N2CC2C)cc1NC(=O)N1CC1C (configuration not stated)	107.7	94.1	88.6	112.5	108.7	92.7	105.1	103.8
COc1cc(-c2ccc(N=Nc3cc(S(=O)(=O)O)c4ccccc4c3O)c(OC)c2)ccc1N=Nc1cc(S(=O)(=O)O)c2ccccc2c1O	96.9	105.2	97.2	100.5	93.2	96.8	97.2	114.0
CCc1nn2c(-c3ccc(F)cc3)c(-c3cc(OC)c(OC)c(OC)c3)nc2s1	93.0	70.3	107.3	94.1	80.4	81.7	118.8	102.2
O=C1OC(c2ccccc2)Sc2ccccc21 (configuration not stated)	102.4	110.8	103.4	97.9	105.1	117.9	109.7	106.3
O=C1c2ccccc2C(=O)c2c(-c3ccccc3)oc(-c3ccccc3)c21	87.0	109.1	102.5	93.9	104.7	96.7	93.0	114.0
CCOc1ccc2nc(C)cc(Nc3ccc(N(C)C)cc3)c2c1	84.0	88.4	97.9	104.6	89.4	101.8	125.6	89.9
CCCCC(CC)C(=S)N1CCOCC1 (configuration not stated)	94.9	107.9	99.7	87.8	94.0	93.1	89.0	101.2
CC(C)OC(=O)CCCCCCCC(=O)OC(C)C	105.9	102.8	103.0	nt	104.1	98.6	109.6	102.4
NCCNC(=O)c1cccc(COc2ccccc2NC(=O)c2cc(Br)c(Br)[nH]2)c1	-30.8*	96.8	116.3	100.4	98.9	100.7	98.9	102.1
COc1cc(/C=C/C(=O)c2cnn(-c3cc(=O)[nH]c4ccccc34)c2C)cc(OC)c1OC	13.5	29.9	43.3	35.5	-24.9*	52.0	38.2	36.5
C=C(C)[C@@H]1CC=C2c3sc(-c4ccc5c(c4)OCO5)nc3C[C@@H](C)[C@]2(C)C1	101.9	93.0	100.1	100.9	99.1	104.1	99.4	106.4
CN(C1c2ccccc2Oc2ccccc21)S(=O)(=O)c1ccc(Cl)c(Cl)c1	89.8	74.8	95.5	90.5	92.1	85.0	90.4	94.1
Cc1ccc(C)c(C2=NN(c3ccc(S(=O)(=O)NC(=O)NCc4ccccc4)cc3)C(c3ccc(Cl)cc3)C2)c1 (configuration not stated)	93.0	91.2	nt	102.9	98.2	96.3	82.8	97.2
O=C(c1nc2ccccc2[nH]1)C1C(c2ccccc2)C2CSCN2[C@@]12C(=O)Nc1ccccc12 (some centres not stated)	98.7	95.7	97.3	102.6	92.7	100.7	100.6	103.0
Cc1ccc(S(=O)(=O)Oc2ccc(Cl)c(C)c2)cc1	101.7	101.6	102.1	106.4	99.8	109.9	92.6	102.7
Nc1nc(N)c(N=Nc2ccc(S(=O)(=O)O)cc2)c(N)n1	95.7	110.8	88.5	105.3	97.2	102.3	98.5	104.4

Compounds were not picked by outcome. About 11% of those tested had a hit in this group.
